MITF primary – inhibitors of human MITF; AlphaScreen MITF homodimerization, bead proximity signal; O75030; inhibition, % at 2.6 µM; 650,000 compounds, 0.91% hits; in the data active means inhibition above about 50%;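 further: 0% = vehicle wells with protein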
Target sequence (O75030 whole entry, looked up): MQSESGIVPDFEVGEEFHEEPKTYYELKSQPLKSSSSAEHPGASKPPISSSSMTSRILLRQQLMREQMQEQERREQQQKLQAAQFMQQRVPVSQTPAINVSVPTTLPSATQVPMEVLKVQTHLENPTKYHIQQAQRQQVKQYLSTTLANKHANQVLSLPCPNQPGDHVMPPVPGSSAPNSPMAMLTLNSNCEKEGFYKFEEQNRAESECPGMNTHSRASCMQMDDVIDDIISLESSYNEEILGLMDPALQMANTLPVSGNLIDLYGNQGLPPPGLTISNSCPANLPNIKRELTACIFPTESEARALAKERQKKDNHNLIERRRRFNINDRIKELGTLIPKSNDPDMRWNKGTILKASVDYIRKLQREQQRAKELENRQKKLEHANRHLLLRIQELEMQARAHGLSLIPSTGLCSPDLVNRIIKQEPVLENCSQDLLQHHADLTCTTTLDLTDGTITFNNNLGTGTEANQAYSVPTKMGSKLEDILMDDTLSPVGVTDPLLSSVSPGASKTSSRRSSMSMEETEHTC
FBW7 activator – activators of human E3 ligase FBW7; Q969H0; AlphaScreen FBW7–phospho-cyclin E peptide binding, activator screen; normalized activity (activation), % at 26.1 µM; 650,000 compounds, 0.13% hits; in the data active means normalized activity above about 1.9%;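 further: purified mutant Fbw7 with reduced substrate affinity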
GPR151 ag – activators of human GPR151; Q8TDV0; PathHunter beta-arrestin GPR151 cells, luminescence; activation, % at 11.2 µM; 650,000 compounds, 1% hits; in the data active means activation above about 4.9%;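 further: 0% = median of compound wells and 100% = cells with positive control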
Target sequence (Q8TDV0 whole entry, looked up): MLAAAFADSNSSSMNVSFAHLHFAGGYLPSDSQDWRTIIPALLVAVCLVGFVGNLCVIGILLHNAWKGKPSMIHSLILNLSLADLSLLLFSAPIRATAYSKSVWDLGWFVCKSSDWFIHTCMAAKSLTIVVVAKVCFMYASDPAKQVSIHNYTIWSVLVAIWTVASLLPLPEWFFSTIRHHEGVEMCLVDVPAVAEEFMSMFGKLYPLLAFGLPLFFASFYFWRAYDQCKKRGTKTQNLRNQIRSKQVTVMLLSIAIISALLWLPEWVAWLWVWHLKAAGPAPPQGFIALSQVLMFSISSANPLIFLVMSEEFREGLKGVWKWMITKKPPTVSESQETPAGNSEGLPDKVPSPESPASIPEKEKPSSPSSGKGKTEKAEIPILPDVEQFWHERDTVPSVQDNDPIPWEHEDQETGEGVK
TEAD-YAP block – TEAD-YAP interaction inhibition; HEK-TIYL cells, TEAD-Gal4/YAP UAS-luciferase luminescence; inhibition, % at 9.12 µM; 640,000 compounds, 1.4% hits; AID 1259422; in the data active means inhibition above about 32%;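 further: 0% = median of test compound wells and 100% = reference inhibitor wells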
Active calls of the source: *.

SMILES	MITF primary	TEAD-YAP block	FBW7 activator	GPR151 ag
O=[N+]([O-])c1nn(-c2cccc(Cl)c2)n(O)c1=Nc1cccc(Cl)c1	18	13	-0.2	-0.3
CC(C)(C)C(=O)Nc1ccc2c(c1)OCCO2	-4	3	0.1	0.4
Cc1cccc(OCCSc2nc3ccccc3n2CCO)c1	6	-27	-0.2	2.6
COc1cccc(C(=O)NCC(c2cccc3ccccc23)N(C)C)c1OC (configuration not stated)	16	-9	0.0	-1.1
Cc1cccc(C(=O)NNC(=O)c2ccccc2)c1	8	-15	0.0	-0.7
CCOc1cc(C2CC(=O)N3C(=C2C#N)SCC3(O)c2ccc(C)cc2)ccc1O (configuration not stated)	3	-16	0.4	0.0
COc1cc(C(=O)OCC(N)=O)ccc1Oc1ccc(Cl)cc1[N+](=O)[O-]	-8	-10	-0.1	1.2
Cc1c(CCOC(=O)C23CCC(CC2)C3)sc[n+]1Cc1ccccc1	3	-2	0.1	0.3
COc1ccc(OC)c(-n2c(Cc3ccccc3)n[nH]c2=S)c1	-12	-8	-0.1	-0.2
COc1ccc(NC(=O)C2=C(C)NC(=O)NC2c2ccccc2F)c(OC)c1 (configuration not stated)	-10	-11	0.0	2.2
Cc1cc(S(=O)(=O)NC2CCCCC2)ccc1OCC(=O)O	4	1	0.1	-1.0
CSc1ccc(/C=c2/sc3nc4c(C)c(C)ccc4n3c2=O)cc1	19	4	0.1	-1.0
CC1(C)Cc2c(C#N)c(SCC(=O)c3ccccc3)nc(N3CCCC3)c2CO1	12	0	0.0	0.8
CCOC(=O)C1(Cc2cccc(F)c2)CCN(Cc2cc(C)[nH]n2)CC1	-10	1	0.1	-0.9
C=C1C[C@H](c2ccccc2)N(C)C[C@@H]1C	3	13	0.5	-1.9
CCOc1cc(/C=C2\SC(=O)NC2=O)ccc1Oc1ccc([N+](=O)[O-])cc1[N+](=O)[O-]	8	3	0.3	-0.8
CC1CCCN(c2ncnc3c2cnn3-c2ccc(Cl)cc2)C1 (configuration not stated)	-8	94*	-0.1	0.7
Cc1nn(C)c(C)c1-c1nc(NCCN(C(C)C)C(C)C)c2ncn(-c3ccccc3)c2n1	9	-7	-0.1	2.1
N/C(=C\C(=O)c1ccccc1O)C(Cl)(Cl)Cl	21	3	0.1	-1.8
CC1CCc2nc(NC(=O)c3cc(Cl)ccc3[N+](=O)[O-])sc2C1 (configuration not stated)	-2	2	0.2	0.0
CCc1ccc(NC(=O)c2ccc(F)c(S(=O)(=O)N3CC4CC(C3)c3cccc(=O)n3C4)c2)cc1 (configuration not stated)	-2	-5	0.1	-0.2
CCc1nnc(NC(=O)c2ccccc2Br)s1	7	-46	0.4	-0.9
COc1ccccc1CCC(=O)Nc1ccc2c(c1)CN(C(=O)c1cnccn1)CC2	-7	-7	0.1	-0.4
O=C(Nc1cccc(F)c1)N[C@H]1C[C@H]2C(=O)N3CCC[C@@H]3C(=O)N2C1	20	-3	-0.1	-0.1
O=C(Cc1ccc(Cl)cc1)NNS(=O)(=O)c1ccccc1[N+](=O)[O-]	-5	-6	-0.3	1.5
CCOC(=O)c1sc(NC(=O)c2ccccc2Cl)nc1C	28	-53	0.1	-6.3
COc1ccccc1S(=O)(=O)Nc1ccc(S(=O)(=O)N2CCCCCC2)cc1	7	-1	0.3	1.2
CCOc1ccc(NC(=O)c2cc(C)[nH]n2)cc1	11	-28	0.0	-1.8
O=C(NCCc1cccc(F)c1)C1CC(Cc2ccc(F)cc2)=NO1 (configuration not stated)	-8	-38	0.5	2.1
Cc1nc(-c2coc3cc(O)cc(O)c3c2=O)cs1	-13	-34	0.0	-5.4
CCc1ccc(CCC(=O)Nc2ccc(I)cc2)o1	5	11	0.2	-1.7
CCN(CC)CCCNC(=O)c1nn(-c2ccccc2OC)c(=O)c2ccccc12	-6	-3	0.1	0.3
O=C(CC(c1ccccc1)c1ccccc1)NNC(=S)NCC1CCCO1 (configuration not stated)	16	7	0.2	0.2
CCC(=O)Nc1cc2c(cc1C(=O)CC)OCCO2	7	8	0.0	0.4
COCCCNc1nc2nonc2nc1N(C)Cc1ccncc1C	-12	1	-0.1	1.1
Cc1ccc(CN2C(=O)CN(C3CCCCCC3)C(=O)C2c2ccccc2F)cc1 (configuration not stated)	-7	4	0.0	2.0
CC[C@H](C)[C@H](NC(=O)c1cc(COc2ccc3ncccc3c2)on1)C(=O)OC	-14	20	0.1	0.1
CCOc1ccc(/C=C2\C(=O)ON=C2C)cc1OC	16	-5	0.0	-0.3
Cc1ccccc1-n1nc2c(c1NC(=O)c1c(F)cccc1Cl)CS(=O)C2 (configuration not stated)	-3	3	-0.1	1.1
O=C(c1cc(COc2c(F)cccc2F)on1)N1CCN(c2ccccc2)C(=O)C1	2	12	0.0	-0.1
O=C(CN1C(=O)c2ccc(Br)cc2C1=O)OCc1c(F)cccc1Cl	-2	2	-0.1	2.2
COCCNC(=O)/C=C/c1c(F)cccc1Cl	7	-19	0.0	2.6
COc1ccc(CN2CCN(S(=O)(=O)c3ccc([N+](=O)[O-])cc3)CC2)cc1	53*	-2	-0.1	-0.1
Cc1ccnc(NC(=S)NC(=O)c2ccc(Cl)cc2)c1	6	-56	0.1	-1.3
COCc1c(C(=O)N/N=C/c2ccc(Cl)cc2)nnn1-c1nonc1N	6	4	0.1	-0.5
O=C(Cn1cc(C(=O)C2CCCCC2)c2ccccc21)NC1CC1	-2	2	0.1	1.8
CC(C)(C)OC(=O)N1CCC[C@H]([C@H](O)c2ccc(F)cc2)C1	15	12	0.3	-0.1
COc1ccc(C2c3[nH]c4ccccc4c3CCN2C(=O)c2cnn3cccnc23)c(F)c1 (configuration not stated)	-5	-45	-0.1	0.4
O=C(/C=C(\O)c1ccc(F)cc1)C(=O)Nc1ccc(I)cc1	30	-23	0.1	1.3
O=C(O)CCNc1c(C(=O)O)cnc2c1cnn2-c1ccccc1	-1	-3	-0.2	-0.9
CCCNC(=O)c1cccc(Nc2ccc3ncccc3c2)c1	-4	-2	0.0	-0.9
O=C(NCCc1ccccc1Cl)c1ccc(Cn2c(=S)[nH]c3cc4c(cc3c2=O)OCO4)cc1	6	-4	0.0	0.3
COc1ccc(N(C)C(=O)Cn2ncc3c(=O)oc4ccc(C)cc4c32)cc1	-1	5	-0.2	1.3
COC(=O)c1cc2occc2n1Cc1ccccc1	8	2	-0.1	-0.1
COc1cc(Cl)c(C)cc1NC(=O)c1nn(-c2ccccc2OC)c(=O)c2ccccc12	14	-8	0.0	0.5
O=C(C(=O)N1CCc2ccccc2C1)c1c[nH]c2ccccc12	7	-7	0.2	0.6
CCC(C)C(=O)NCCNc1nc2c(c(=O)n(C)c(=O)n2C)n1Cc1ccc(F)cc1 (configuration not stated)	2	3	-0.1	-0.8
N#C/C(=C\c1ccc(-c2ccc(Br)cc2)o1)c1nn(CCO)c(N)c1C#N	0	-7	0.0	-1.1
Cc1c(CC(=O)O)c(=O)oc2cc3occ(C(C)(C)C)c3cc12	-6	-2	-0.1	0.5
O=C(CSC1=NCCS1)Nc1ccc(NC(=O)CSC2=NCCS2)cc1	-11	-56	-0.1	-1.6

(further entries)
SMILES	MITF primary	TEAD-YAP block	FBW7 activator	GPR151 ag
COc1cccc2cc(-c3csc(NC(=O)CCC(=O)NC4CCCCCC4)n3)c(=O)oc12	-6	-32	0.1	1.7
O=C(O)CCC(=O)Nc1sc2c(c1C(=O)Nc1ccccc1)CCCC2	-11	-14	0.0	1.9
CC(NC(=O)C1CCC1)c1ccc(I)cc1 (configuration not stated)	5	-1	0.2	0.1
Cc1cccc(C(=O)Nc2ccc(NC(=O)c3cccs3)cc2)c1	4	-14	-0.3	0.6
NC(=O)c1cc2cc(Cl)ccc2oc1=Nc1ccccc1F	-2	-26	-0.1	2.1
O=C1OC(c2ccccc2[N+](=O)[O-])=N/C1=C\c1ccc(Cl)cc1	9	-9	0.4	0.6
CCOC(=O)CC(=O)CSc1nc(-c2cccc(C)c2)nc2c1c(=O)n(C)c(=O)n2C	13	5	0.0	-1.4
c1ccc(-c2nnc(Nc3ccccn3)c3ccccc23)cc1	-2	-4	-0.2	-0.7
O=S(=O)(Nc1ccc(Cl)cc1)c1ccc(-n2cccn2)cc1	-29	-6	0.3	-1.4
CCCCN(Cc1ccccc1)C(=O)C1CCN(S(=O)(=O)c2c(C)n[nH]c2C)CC1	12	-6	0.1	-0.7
Nc1c(Cl)cnc(Cl)c1Cl	4	4	0.0	0.7
CC1=C(C(=O)OCc2ccccc2)C(c2ccc(Cl)cc2)C(C#N)=C(SCC(=O)Nc2ccc(C)cc2C)N1 (configuration not stated)	14	7	0.0	-0.6
O=C1CC(c2ccccc2)=Nc2ccccc2N1Cc1ccccc1	-3	-9	-0.1	-0.8
O=C(Nc1nnc(-c2ccccc2Br)s1)c1ccc2c(c1)OCO2	-23	2	-0.1	0.9
COc1cc2c(cc1OC)CN(C(=O)CSc1nnc3ccc4ccccc4n13)CC2	7	3	-0.1	0.1
Cc1nn(-c2ccccc2)c(C)c1/C=C/C(=O)OCc1cn2ccccc2n1	4	1	0.0	0.3
CCc1ccc(N(C)S(=O)(=O)c2ccc3[nH]cc(C(=O)N(CC)CC)c(=O)c3c2)cc1	-2	-10	-0.1	1.2
CC(=O)c1ccc(N2C(=O)/C(=C/c3ccc(-c4ccc(Br)cc4)o3)C=C2c2ccccc2)cc1	-2	-11	0.2	1.3
Cc1cccc(/C=C/C2=CC(C)(C)NC(=S)N2)c1	-1	-11	-0.1	-0.2
CC(C)OC(=O)Cn1ncn2c(cc3ccsc32)c1=O	-11	-57	-0.1	0.3
Fc1ccc(-c2cccc3ccc(N4CCN(c5ncnc6nc[nH]c56)CC4)nc23)cc1	-1	-6	0.2	0.8
CC(C)(C)OC(=O)COc1ccc(/C=N/NC(=O)CN2CCCCC2)cc1	1	-55	0.1	-1.9
CCN(C(=O)c1cn(CC)c(=O)c2cc(OC)c(OC)cc12)c1ccc(C)c(C)c1	-2	-9	-0.1	1.2
CN(C)S(=O)(=O)N1CCN(c2ccc([N+](=O)[O-])c(NCCc3ccccc3)c2)CC1	5	-5	0.6	0.2
CC(C)(O)C#Cc1ccc(CN2CCN(Cc3ccccc3)C(CCO)C2)cc1 (configuration not stated)	13	4	-0.1	-1.4
COc1nc(N2CC(C)CC(C)C2)nc(N)c1[N+](=O)[O-] (configuration not stated)	4	-5	0.0	0.1
c1coc(-c2nnc(N3CCCCC3)nc2-c2ccco2)c1	10	3	0.0	-1.4
CCOC(=O)c1ccc(NCN2C(=O)c3ccccc3C2=O)cc1	-4	13	-0.2	0.7
Cc1ccc(C(=O)N2c3ccccc3N3C(c4c(C)c(C)cc(C)c4C)=NON23)cc1	-9	-2	0.0	0.5
Cc1cc(NC(=O)c2ccc(Cl)c(Cl)c2)no1	6	-6	0.2	-0.1

Full records as entered above.
`O=S(=O)(Nc1ccc(Cl)cc1)c1ccc(-n2cccn2)cc1` across the screens: MITF primary = -29; TEAD-YAP block = -6; FBW7 activator = 0.3; GPR151 ag = -1.4
`CCN(C(=O)c1cn(CC)c(=O)c2cc(OC)c(OC)cc12)c1ccc(C)c(C)c1` across the screens: MITF primary = -2; TEAD-YAP block = -9; FBW7 activator = -0.1; GPR151 ag = 1.2

Going on with the list:
SMILES	MITF primary	TEAD-YAP block	FBW7 activator	GPR151 ag
CC(C)(C)C(=O)Nc1ccnn1C1CCN(Cc2cccc3nonc23)CC1	12	11	0.1	0.6
Cn1ccnc1SCc1cc(=O)c(OC(=O)COc2ccccc2F)co1	-5	-3	-0.1	0.6
CC(=O)c1cccc(-c2nc(NCc3nc4ccccc4[nH]3)c3ncn(Cc4ccc(C(F)(F)F)cc4)c3n2)c1	13	-6	0.3	1.4
CN(c1ccc(Cl)cc1)S(=O)(=O)c1ccc2[nH]cc(C(=O)NCC3CCCO3)c(=O)c2c1 (configuration not stated)	0	14	0.1	-0.1
CCC(=O)NC1(C(F)(F)F)C(=O)N(CC(C)C)C2=C1C(=O)CC(C)(C)C2 (configuration not stated)	-4	0	0.0	-0.3
O=[N+]([O-])c1cc(Nc2ccc3nonc3c2[N+](=O)[O-])ccc1Cl	17	3	0.4	1.1
O=C(CCC(=O)Nc1ccccc1)NNC(=S)Nc1ccccc1	-17	-11	0.2	1.4
O=C1SC(N2CCOCC2)C(=O)N1c1ccccc1 (configuration not stated)	-7	5	-0.1	-0.5
c1ccc(OCCNc2nc(Nc3ncccn3)nc3c2ncn3-c2ccsc2)cc1	-2	2	-0.1	0.3
NC(=O)C1(N2CCCCC2)CCN(S(=O)(=O)c2cc(Cl)ccc2Cl)CC1	-3	11	0.0	-0.7
CN(C)c1c(C(C#N)=C(C#N)C#N)c2ccccc2n1C	27	13	0.0	0.6
O=C(Nc1ccccc1F)c1ccccc1Br	13	2	-0.1	-0.7
CCc1ccc(NC(=O)NCCNc2ccc(C)nn2)cc1	2	-5	-0.1	-1.3
O=C(Nc1ccc(O)c(-c2nc3ccccc3o2)c1)c1ccccc1Cl	14	8	0.4	0.6
O=C(O)c1ccccc1C(=O)Nc1ccc(Cl)cn1	27	-11	0.8	-1.4
COc1ccccc1-n1ccnc1SCC(=O)NC(C)(C)C	-1	-4	-0.1	1.4

Screening data: PubChem, The Scripps Research Institute Molecular Screening Center
